Screening results from PubChem BioAssay.
RXFP1 antag: antagonists of human relaxin receptor RXFP1. activity change, negative = inhibition, % at 57.5 µM. actives 0.59% (n = 350,000). Q9HBX9. HEK293-RXFP1, relaxin-stimulated cAMP HTRF, 30 min; hits give low values. AID 1259400;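 active means activity change of -60% or lower, but not beyond a set lower limit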; further: on the % scale 0 is the no-effect control and ±100 the full control effect
D1 ag: activates the human D1 dopamine receptor; HEK293 T-REx D1 cells, calcium flux, agonist mode; P21728; AID 504660; actives 1% (n = 360,000); activation, % at 2 µM; further: 0% is about no effect
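Tetracycline-induced HEK293 TREx D1 cells, force-coupled to calcium signalling, were dye-loaded with a no-wash calcium kit. Compound was pin-added after a 10 s baseline. Fluorescence was read kinetically at 1 cycle/s for 180 s, with calcium rises flagged as agonism.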
TRHR agonist: agonists of human TRH receptor; TRHR cells, calcium flux fluo-8, FDSS agonist mode; activation, % at 2 µM; actives 0.18% (n = 360,000); AID 493084; further: 0% is about no effect
Target sequence (P34981 whole entry, looked up): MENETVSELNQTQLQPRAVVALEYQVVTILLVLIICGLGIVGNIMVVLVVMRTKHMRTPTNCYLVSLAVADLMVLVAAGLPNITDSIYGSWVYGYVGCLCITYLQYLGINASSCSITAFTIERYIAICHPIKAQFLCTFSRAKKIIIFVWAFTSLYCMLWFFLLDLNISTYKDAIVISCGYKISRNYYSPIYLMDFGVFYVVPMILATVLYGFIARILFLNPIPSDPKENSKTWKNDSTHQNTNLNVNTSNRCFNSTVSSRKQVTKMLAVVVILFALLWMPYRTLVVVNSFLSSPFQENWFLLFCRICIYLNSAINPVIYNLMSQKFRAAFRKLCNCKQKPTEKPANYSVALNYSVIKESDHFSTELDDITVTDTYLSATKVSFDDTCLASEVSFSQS
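TRHR-expressing cells, plated overnight in medium with 10% serum, were loaded with fluo-8 calcium dye at room temperature. After a 10 s baseline, library compound was pin-added and calcium release was recorded kinetically (ex 480/em 530) as agonist response.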
D1 antagonist: antagonists of human D1 dopamine receptor; actives 3.2% (n = 360,000); activity change, negative = inhibition, % at 10 µM; AID 504652; HEK293 TREx D1 cells, calcium flux, dopamine EC80; hits give low values; P21728; in the data active means activity change below about -30%; further: on the % scale 0 is the no-effect control and ±100 the full control effect
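Tetracycline-induced HEK293 Trex D1 cells, force-coupled to calcium, dye-loaded; compounds added and read 180 s, then EC80 dopamine added and calcium flux tracked kinetically another 180 s.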
D2 ag: D2 dopamine receptor (human) agonism; P14416; HEK293 T-REx D2 cells, calcium flux agonist mode; actives 0.53% (n = 340,000); AID 485358; activation, % at 2 µM;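 active means activation over 3 SD above normal in the single-dose calcium agonist read, cut at about 30% in these data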; further: 0% is about no effect
Target sequence (P14416 whole entry, looked up): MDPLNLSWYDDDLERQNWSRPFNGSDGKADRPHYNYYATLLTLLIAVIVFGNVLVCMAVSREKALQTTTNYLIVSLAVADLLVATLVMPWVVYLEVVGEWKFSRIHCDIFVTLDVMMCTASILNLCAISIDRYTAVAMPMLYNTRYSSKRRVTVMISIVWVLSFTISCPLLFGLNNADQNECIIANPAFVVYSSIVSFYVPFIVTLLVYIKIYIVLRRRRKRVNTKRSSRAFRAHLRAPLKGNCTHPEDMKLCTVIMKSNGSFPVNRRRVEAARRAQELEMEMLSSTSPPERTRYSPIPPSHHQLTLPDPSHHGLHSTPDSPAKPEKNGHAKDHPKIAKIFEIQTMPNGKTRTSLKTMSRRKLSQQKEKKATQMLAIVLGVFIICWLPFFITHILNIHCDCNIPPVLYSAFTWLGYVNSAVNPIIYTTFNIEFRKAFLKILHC
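Agonism is scored from calcium flux in a force-coupled, inducible HEK293 cell line expressing D2, read kinetically for 180 s after compound addition against dopamine controls.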
D1 PAM: potentiators of human D1 dopamine receptor | P21728 | HEK293 TREx D1 cells, calcium flux, dopamine EC20 potentiation | potentiation, % at 10 µM | actives 0.036% (n = 360,000) | AID 504651; in the data active means potentiation above about 30%; further: 0% is about no effect
D2 PAM: positive allosteric modulators of human D2 dopamine receptor; potentiation, % at 10 µM; actives 0.34% (n = 340,000); P14416; HEK293 T-REx D2, calcium flux, EC20 dopamine potentiation; AID 485347;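 active means potentiation over 3 SD above the plate norm, cut at about 30% in these data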; further: 0% is about no effect
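Potentiation of an EC20 dopamine calcium response is measured in a force-coupled, tetracycline-inducible Hek293 Trex D2 line. Compound-only kinetic reads over 180 s flag agonists before dopamine addition.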
D2 antag: D2 dopamine receptor (human) antagonism | HEK293 TREx D2 cells, calcium flux, dopamine EC80 | inhibition, % at 10 µM | actives 2% (n = 340,000); in the data active means inhibition above about 30%; further: 0% is about no effect
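Tetracycline-induced HEK293 T-REx cells expressing D2 force-coupled to calcium signalling were dye-loaded, exposed to compound for 180 s, then challenged with an EC80 of dopamine; calcium flux was followed kinetically for a further 180 s.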
TRHR PAM: allosteric enhancers of human TRH receptor; actives 0.66% (n = 360,000); P34981; enhancement, % at 2 µM; TRHR cells, fluo-8 calcium fluorescence, EC20 TRH enhancement; in the data active means enhancement above about 30%; further: 0% is about no effect
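TRHR-expressing cells loaded with fluo-8 calcium dye were read kinetically (ex 480/em 530) during compound addition, then stimulated with an EC20 of TRH (10 nM final). Enhancement of the Gq-mediated intracellular calcium response was scored.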
* hit, by the source's call; x = not tested or not shown; & = joins results of further samples. Unless noted, no stated cut-off is given here; in the data, active means activation above about 30%; inactive means the rest.

SMILES | RXFP1 antag | D1 ag | TRHR agonist | D1 antagonist | D2 ag | D1 PAM | D2 PAM | D2 antag | TRHR PAM
COc1cccc(CNC(=O)c2cc(-c3cccc(OC)c3)n[nH]2)c1 | -30 | 1 | -0.6 | 5 | -1.1 | -2 | -7 | x | -3
COc1ccc(-n2c(=O)c3c4c(sc3n(Cc3ccccc3)c2=O)CN(C(C)=O)CC4)cc1OC | x | 0 | -0.1 | 21 | 0.3 | -1 | 3 | x | -4
Cc1ccc2oc(-c3ccc(NC(=O)c4cccc(F)c4)c(C)c3)nc2c1 | -3 | -3 | -0.3 | 27 | -4.1 | -2 | -1 | x | 7
CC(=O)C1C(=O)CC(c2ccc(Cl)cc2)CC1=O (stereo not drawn) | -34 | 2 | 0.7 | 6 | 1.0 | -2 | 5 | 1 | 11
O=C(NCc1nnc(SCC(=O)N2CCN(c3ccccc3)CC2)o1)c1c(F)cccc1Cl | -3 | 4 | 0.2 | -6 | -0.5 | -4 | -6 | 11 | -3
O=C(Cn1c(=O)n(CC2CCC(C(=O)NCCc3ccccc3)CC2)c(=O)c2ccccc21)Nc1cccc(F)c1 (stereo not drawn) | x | 3 | 0.9 | 5 | 0.8 | -1 | 7 | x | 0
CCOc1cccc(C(=O)N2CCCCC2c2cccnc2)c1 (stereo not drawn) | 7 | 1 | -1.0 | -11 | 1.1 | 0 | 0 | 22 | 2
CCOC(=O)Nc1cc(C)c(Cl)cc1OC | -3 | -1 | -0.4 | -3 | -0.4 | 3 | -10 | -2 | 12
CS(=O)(=O)Nc1nnc(SCC(=O)Nc2cccc([N+](=O)[O-])c2)s1 | -1 | 2 | -1.0 | -79* | -0.4 | -4 | 10 | 0 | 1
COc1ccc(-c2cc(C(F)(F)F)n3nc(C(=O)N4CCOCC4)nc3n2)cc1 | 3 | 2 | -0.9 | -3 | 18 | -4 | -15 | -3 | 3
CC(C)(C)CC(C)(C)N=C1NS(=O)(=O)c2cc([N+](=O)[O-])ccc21 | -19 | 12 | 0.6 | -7 | 0.6 | 1 | 8 | 15 | 4
COc1ccc(CN2C(=O)c3cccnc3C2=O)cc1S(=O)(=O)N1CCCC(C)C1 (stereo not drawn) | 14 | -1 | -0.1 | 32 | 0.1 | -3 | -8 | 9 | 13
CCOC(=O)c1ccc(NC(=O)NNS(=O)(=O)c2cc(OC)ccc2OC)cc1 | -11 | 3 | -0.2 | 10 | -0.7 | -3 | 3 | -12 | 3
O=C(NC(NC(=S)Nc1c(Cl)cccc1Cl)C(Cl)(Cl)Cl)c1cccc([N+](=O)[O-])c1 (stereo not drawn) | -38 | 14 | 1.7 | 6 | 0.9 | -5 | 8 | 19 | 2
O=C(O)C1CCN(S(=O)(=O)c2ccc(N3CCCC3C(=O)O)c([N+](=O)[O-])c2)CC1 (stereo not drawn) | 0 | 4 | 0.1 | -10 | 0.4 | -8 | 12 | -11 | 1
COC(=O)c1sc2nc[nH]c(=O)c2c1C | x | 2 | 0.3 | -10 | -0.6 | -5 | -5 | 5 | 3
CC1CCN(C(=O)c2ccccc2NC(=O)Nc2ccccc2)CC1 | -7 | 4 | 0.0 | -12 | x | 2 | x | x | -3
CCC(NC(=O)Nc1ccc(OC)c(OC)c1)c1c(-n2cccc2)sc2c1CCN(C)C2 (stereo not drawn) | 3 | 4 | 1.0 | 11 | 0.5 | -2 | -1 | x | 0
CCCC(C)NC(=O)CSCc1ccc(OC)cc1 (stereo not drawn) | -10 | 1 | -0.9 | x | -0.1 | -5 | 6 | 14 | -5
CSc1nc2ccccc2c(=O)n1C1CCCCC1 | -29 | 2 | -0.5 | -3 | 0.2 | -1 | 5 | 17 | -2
CCC(=O)N(c1ccc(C(=O)O)cc1)c1nc(-c2ccc(OC)cc2)c(C)s1 | -2 | 1 | -1.3 | 12 | 0.0 | -2 | 9 | -7 | 1
CCc1ccc(C(=O)NCc2cccs2)s1 | 8 | 1 | -0.6 | 16 | -1.1 | 1 | 13 | -18 | -2
O=C(Nc1cnn(Cc2ccc(Cl)cc2Cl)c1)c1noc2c1CCCC2 | x | 0 | 0.4 | 9 | 0.1 | 6 | 6 | -1 | -1
CO/N=C(\c1nonc1N)N1CCN(c2ccc([N+](=O)[O-])cc2Cl)CC1 | -12 | 10 | 0.4 | -11 | 0.2 | -7 | -12 | -1 | -4
Cc1ccc(CNc2nc(C)cs2)cc1 | -38 | 1 | -0.7 | 3 | -1.2 | -2 | 17 | -6 | 1

More compounds follow:
SMILES | RXFP1 antag | D1 ag | TRHR agonist | D1 antagonist | D2 ag | D1 PAM | D2 PAM | D2 antag | TRHR PAM
Cc1ccccc1C(=O)NC(=S)NCc1ccccc1 | -40 | -1 | -0.5 | -14 | 1.6 | -1 | 6 | 2 | 2
COc1cccc(CNC(=O)CCc2c(C)c3cc4c(C)c(C)oc4cc3oc2=O)c1 | 3 | 2 | -0.4 | 4 | 0.1 | 0 | -8 | x | 4
CC(=O)N(c1ccc(C)cc1)c1nc(C)cc(C)c1C#N | 9 | 1 | 0.1 | 3 | -0.2 | 1 | -7 | -1 | 4
Cc1cc(Oc2cc(N)cc([N+](=O)[O-])c2)ccc1Cl | 13 | 1 | 1.5 | -11 | 1.5 | 0 | 2 | -9 | 3
CCN1CCN(CCOCCOc2ccccc2-c2ccccc2)CC1 | x | 3 | -0.6 | -13 | -0.9 | -3 | -19 | 60* | 3
COc1ccc(CCCC(=O)N/N=C\c2cccs2)cc1 | -11 | 1 | -0.2 | -8 | -0.5 | -2 | x | 2 | 2
COc1cccc(-c2c(C#N)c(SC)nc3cc(C)nn23)c1 | 6 | 1 | -1.2 | -1 | -1.4 | 5 | -4 | -1 | -1
Cc1cc(C)cc(NC(=O)CSc2ccc(-c3ccccn3)nn2)c1 | -9 | 4 | -1.2 | 0 | -1.4 | 0 | 2 | -2 | -4
COCCCNC(=O)c1cc2c(=O)n3cccc(C)c3nc2n(C(C)C)c1=N | 4 | 0 | 0.1 | 2 | 1.1 | -7 | 6 | 34* | 3
Cc1ccnc(N2CCC(C(=O)NNC(=O)c3ccncc3)CC2)n1 | 8 | 0 | 1.6 | -8 | 0.9 | -4 | 6 | 14 | 1
CC(OCC(O)CN(C)CCOc1ccccc1)c1ccc(Cl)cc1 (stereo not drawn) | -11 | 5 | 0.5 | 1 | 32* | -3 | -23 | 26 | -2
N/C(=N\c1nc2ccccc2o1)NC(=O)c1cccc(Cl)c1 | 8 | 2 | 0.6 | 8 | 1.0 | 1 | 9 | -6 | 8
O=C(Nc1ccc(C(=O)N2CCN(c3ccc(Cl)cc3)CC2)cc1)c1nsc2ccccc12 | -7 | 4 | -0.2 | -4 | 0.7 | -2 | 10 | x | 1
CC(Oc1ccc(C#N)cc1)C(=O)Nc1ccc(-n2cnnn2)cc1 (stereo not drawn) | -8 | 55* | 6.2 | -15 | 2.9 | -7 | 18 | -4 | 22
CCc1nn(CC(=O)Nc2c(C)cccc2C)c(=O)c2cc3sccc3n12 | -4 | 0 | -0.4 | 1 | -0.6 | 0 | -6 | x | -1
C/C(CC1CC(COCCC(C)C)OC1=O)=N\NC(N)=S (stereo not drawn) | 0 | -1 | -0.6 | -18 | x | 1 | x | x | 6
CC(NC(=O)COc1cccc(Br)c1)C(=O)O (stereo not drawn) | 9 | 3 | 0.5 | 24 | 0.1 | -2 | -3 | -10 | -6
COCCNC(=O)CSc1nc(-c2ccccc2)[nH]c1-c1ccc(OC)cc1 | -22 | 1 | -1.1 | 4 | x | -1 | -19 | x | 1
O=C(NNC(=O)c1cnccc1C(F)(F)F)c1cccc(Cl)c1 | 0 | 3 | 0.2 | -2 | 0.6 | 0 | -6 | 5 | 4
COc1ccccc1C(=O)NCC(=O)N1CCN(c2ncccn2)CC1 | -3 | 0 | 0.2 | -6 | 1.0 | 11 | 10 | -10 | -5
Cc1cc(=O)[nH]c2ccc(S(=O)(=O)Nc3ccccc3)cc12 | 8 | 2 | -0.3 | -9 | 0.0 | -3 | 11 | -2 | 1
CCOc1ccc(C(=O)N2CCCCC2CCN2CCOCC2)cc1 (stereo not drawn) | 6 | 5 | -0.1 | 6 | -0.1 | 7 | 7 | x | -2
CSc1nc(-c2ccco2)nn1C(=O)Cc1ccccc1 | 7 | 8 | 0.2 | -4 | -0.2 | -3 | 9 | 13 | 6
Cc1sc2nc(-c3ccncc3)[nH]c(=O)c2c1-c1ccccc1 | x | 0 | 0.5 | -1 | 3.8 | -13 | 8 | -19 | 6
CCn1nnc(-c2ccccc2NS(=O)(=O)c2ccc(C(=O)OC)cc2)n1 | 7 | 5 | -0.9 | -12 | 1.3 | -2 | -15 | 18 | -5

Later entries.
SMILES | RXFP1 antag | D1 ag | TRHR agonist | D1 antagonist | D2 ag | D1 PAM | D2 PAM | D2 antag | TRHR PAM
O=C(Nc1ccc(Cl)cc1Cl)NC1CCN(S(=O)(=O)c2ccc(F)cc2)CC1 | 0 | 1 | -0.1 | -3 | 0.2 | -1 | -1 | -7 | 1
CC(=O)NCCC(=O)Nc1nc(-c2ccc3ccccc3c2)cs1 | -6 | 2 | -0.5 | 7 | x | -1 | x | x | 2
CCC(=O)N(Cc1cc(=O)[nH]c2ccccc12)C1CCCCC1 | -11 | 1 | 0.7 | -9 | 2.1 | -1 | -8 | 7 | 0
Cc1ccc(/C=C(/C#N)C(=O)NC(C)c2ccccc2)o1 (stereo not drawn) | x | 2 | -0.6 | 2 | -1.3 | 0 | -11 | -6 | 7
O=C(NCCSCc1ccc(Cl)cc1Cl)c1ccc(CN2CCOCC2)cc1 | -20 | 14 | 0.3 | -31* | 0.1 | -3 | 3 | 1 | -1
Cc1cnc(C(=O)OCc2ccc(COC(=O)c3cnc(C)cn3)cc2)cn1 | -6 | 2 | -0.2 | -15 | 0.8 | -4 | 14 | -25 | 5
C/C=C(\C)C(=O)O[C@@H]([C@H](O)c1cc2ccc(=O)oc2cc1OC)C(C)(C)O | x | 1 | 0.1 | x | -0.6 | -1 | -13 | -1 | 5
COc1ccc(NC(=O)C2=CC(c3cccs3)=NS(=O)(=O)N2C)cc1 | 6&-14 | 2&4 | 1.4&0.1 | -1&0 | -0.5&1.2 | 1&-1 | -1&2 | 11 | -3&-1

Grouped by structure: the entries above with a CF3 group (two)
SMILES | RXFP1 antag | D1 ag | TRHR agonist | D1 antagonist | D2 ag | D1 PAM | D2 PAM | D2 antag | TRHR PAM
COc1ccc(-c2cc(C(F)(F)F)n3nc(C(=O)N4CCOCC4)nc3n2)cc1 | 3 | 2 | -0.9 | -3 | 18 | -4 | -15 | -3 | 3
O=C(NNC(=O)c1cnccc1C(F)(F)F)c1cccc(Cl)c1 | 0 | 3 | 0.2 | -2 | 0.6 | 0 | -6 | 5 | 4

Profiles from above. Order of values: RXFP1 antag	D1 ag	TRHR agonist	D1 antagonist	D2 ag	D1 PAM	D2 PAM	D2 antag	TRHR PAM
Cc1ccc(/C=C(/C#N)C(=O)NC(C)c2ccccc2)o1 (stereo not drawn) reads x	2	-0.6	2	-1.3	0	-11	-6	7
CCC(=O)N(Cc1cc(=O)[nH]c2ccccc12)C1CCCCC1 reads -11	1	0.7	-9	2.1	-1	-8	7	0
Cc1cnc(C(=O)OCc2ccc(COC(=O)c3cnc(C)cn3)cc2)cn1 reads -6	2	-0.2	-15	0.8	-4	14	-25	5
C/C=C(\C)C(=O)O[C@@H]([C@H](O)c1cc2ccc(=O)oc2cc1OC)C(C)(C)O reads x	1	0.1	x	-0.6	-1	-13	-1	5
